Source: PubChem (several laboratories)
TNAP activators = human TNAP enzyme activators, primary screen, biochemical, luminescent, no phosphate acceptor, uHTS (AID 1001). purified TNAP, luminescent activation assay, no phosphate acceptor; higher activation fold means a stronger effect. activation fold at 20 µM, or EC50 in µM where a hit was titrated. 0.03% of 200,000 active; in the data active = activation fold from about 3, or a potency from the dose series; inactive = the rest, 99 in 100 with activation fold below about 1.6; also: many of its hits are not listed in these tables
T cell HTS = T cell immune modulators affecting CD8 T cell-vesicle binding; calls only at 7 µM; AID 2052; 2C CD8+ T cell-vesicle binding, flow cytometry; hits give low values; 0.068% of 330,000 active;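 active = response, share of CD8 T cells binding vesicles, and their 90th percentile fluorescence all below set limits, cut at about 80% in these data, passing the limit was not always enough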
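System: murine 2C transgenic CD8+ T lymphocytes; also added: QL9-loaded Drosophila micro-vesicles; times: binding 1.5 h at 37 °C; measured by: flow cytometry, PE anti-B7-1 (FL2) versus Alexa647 anti-CD8 (FL8), PFA-fixed; control set: Peptide-free naked vesicles (low) and QL9 vesicles with 0.7% DMSO vehicle (high)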
Large T inhibition = TAg ATPase/helicase activity blockers – biochemical (AID 1903) | SV40 large T antigen ATPase/helicase inhibition assay; higher % means a stronger effect | inhibition, % at 20 µM; hits with a dose series show IC50 in µM | 0.39% of 310,000 active; in the data active = a potency from the dose series; inconclusive = inhibition mostly from about 32% at the one dose, without a potency; inactive = the rest, 99 in 100 with inhibition below about 32%; also: strong numbers were not always called active
NTR1 ag = agonists of NTR1, primary screen, imaging, U2OS cells, beta-arrestin-GFP, high content (AID 493036); NTR1-U2OS beta-arrestin-GFP spot imaging, agonist mode; activation, % at 20 µM; 0.17% of 330,000 active; P30989;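 active = activation at or above 40% of the spot to cytoplasm intensity ratio, with at least 20 cells analyzed; inconclusive = wells under 20 cells, flagged as cytotoxic or low count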;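 also: 0% = DMSO without peptide and 100% = 100 nM NTR1 peptide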
Target sequence (P30989 whole entry, looked up): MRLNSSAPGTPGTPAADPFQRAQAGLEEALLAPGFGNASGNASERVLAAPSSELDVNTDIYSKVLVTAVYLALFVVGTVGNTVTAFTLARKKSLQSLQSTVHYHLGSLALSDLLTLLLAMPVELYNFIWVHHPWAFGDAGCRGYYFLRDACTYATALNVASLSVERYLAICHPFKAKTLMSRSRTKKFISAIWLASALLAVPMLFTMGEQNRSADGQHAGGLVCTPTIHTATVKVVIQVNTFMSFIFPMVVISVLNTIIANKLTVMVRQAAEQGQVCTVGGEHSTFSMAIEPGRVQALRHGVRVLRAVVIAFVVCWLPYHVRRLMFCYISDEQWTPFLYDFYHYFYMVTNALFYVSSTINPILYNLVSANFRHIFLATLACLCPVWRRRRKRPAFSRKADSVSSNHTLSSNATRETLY
Myeloid diff 2 = promotes myeloid progenitor differentiation; ER-HoxA9 myeloid progenitors, lysozyme-GFP differentiation, flow cytometry; calls only at 10 µM; 1% of 360,000 active; AID 624256;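 active = normalized GFP-positive differentiation at or above the plate's own cutoff, the solvent-only control mean plus 3 SD; inconclusive = no clear call, values can overlap the other calls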;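 also: cells exposed to compound for four days before flow analysis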
RSV antiviral HEp-2 = RSV antiviral activity via CPE protection, HEp-2 cells, primary 10 µM value included (AID 2391). HEp-2 cells, RSV-induced CPE inhibition; higher % means a stronger effect. CPE inhibition, % at 10 µM; hits with a dose series show IC50 in µM. 0.13% of 310,000 active; in the data active = a potency from the dose series; inconclusive = CPE inhibition mostly from about 23% at the one dose, without a potency; inactive = the rest, 99 in 100 with CPE inhibition below about 21%; also: strong numbers were not always called active
K1F lysis inhibition = protection from phage-mediated lysis, alamar blue read-out – E. coli UTI89, K1F phage, bacterial capsule biogenesis inhibitors (AID 488966). 0.02% of 340,000 active. E. coli UTI89 K1F phage lysis, alamar blue, 2 h; higher % means a stronger effect. inhibition, % at 100 µM, or IC50 in µM where a hit was titrated;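 active = phage lysis inhibition, versus mean bacterial control, above a set limit; inconclusive = no clear call, values can overlap the other calls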;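 also: capsule biogenesis inhibitors block K1F phage lysis so surviving cells raise fluorescence; higher fluorescence means more inhibition of phage lysis; actives were called in the ten point dose series up to 300 µM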
MgcRacGAP inhibition = MgcRacGAP GTPase-activating activity inhibitors, confirmation, biochemical, ADP Hunter fluorescence. one-dose inhibition, % at 30 µM; IC50 in µM for titrated hits. 0.6% of 340,000 active. MgcRacGAP-stimulated Rac1 GTP hydrolysis, ADP Hunter fluorescence; higher % means a stronger effect; GST-tagged Rac1 F28L mutant substrate. AID 624330;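 active = first-screen hits whose inhibition reached a set limit at any dose in the follow-up dose series; inconclusive = inhibition above the set first-screen limit but never retested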;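 also: fluorescence reports GDP produced by GAP-driven GTP hydrolysis; strong numbers were not always called active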
PhoP inhibition = inhibitors of PhoP regulon expression, primary screen, Salmonella Typhimurium, GFP reporter (AID 1863); S. Typhimurium PhoP-regulated promoter GFP reporter, 4 h; higher % means a stronger effect; inhibition, % at 50 µM, or IC50 in µM where a hit was titrated; 0.16% of 300,000 active;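 active = inhibition over 29.93%, a cutoff 3 SD above the screen mean, later confirmed by dose response; inconclusive = inhibition over 29.93% but no dose response follow-up; inactive = inhibition at most 29.93% or unconfirmed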;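 also: 0% = low Mg2+ inducing control and 100% = high Mg2+ repressing control; strong numbers were not always called active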
T cell HTS vesicle-bound % = second read-out of T cell HTS, no call of its own (marks repeat the call); double positive events, %; measured here: CD8+ vesicle-bound cell fraction;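 binding gate set so that unloaded-vesicle control wells show 10% double positive cells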
NTR1 ag cell count 20 µM = second read-out of NTR1 ag, no call of its own (marks repeat the call); cell count; measured here: cell count, cytotoxicity flag
Myeloid diff 2 GFP+ MAC1+ % = further read-out of Myeloid diff 2, marked with its call; GFP+ MAC1+ double positive, %; measured here: differentiation confirmed by MAC1 staining
Numbers without * were called inactive; i = inactive; ? = inconclusive; / = not tested or not shown; [ ] = dose if it differs, or a comment. Hits appear at their usual frequency; overall some 2.3% were active at least once.

SMILES | TNAP activators | T cell HTS | T cell HTS vesicle-bound % | Large T inhibition | NTR1 ag | NTR1 ag cell count 20 µM | Myeloid diff 2 | Myeloid diff 2 GFP+ MAC1+ % | RSV antiviral HEp-2 | K1F lysis inhibition | MgcRacGAP inhibition | PhoP inhibition
CCOc1cccc(OCCCNCCCOC)c1 | 1.1 | i | 17.9 | 4.3% | 0.3 | 35 | i | 0.9 | 1.3% | -0.3% | 30.7% | 1.7%
CCc1ccc(NC(=O)C2CCN(S(=O)(=O)c3ccc4c(c3)NC(=O)C(C)S4)CC2)cc1 (centres undefined) | / | i | 11.8 | 3.5% | 10.1 | 61 | i | 3.5 | 3.3% | 0.3% | 8.3% | -2.5%
Cc1ccc2c(c1)C(C)CC(C)(C)N2C(=O)CN1CCN(C)CC1 (centres undefined) | / | i | 31.7 | -11.2% | -2.2 | 75 | i | 0.1 | -1.5% | 0.3% | 73.3µM* | -1.8%
COc1cc2c(C(=O)N3CCN(c4cccc(Cl)c4)CC3)cn(C)c(=O)c2cc1OC | 1.1 | i | 37.5 | 5.2% | -0.8 | 87 | i | 0.9 | -0.6% | -0.2% | 7.1% | 5.5%
CCO[C@@H]1OC(C(=O)N2CCN(Cc3ccccc3)CC2)=C[C@H](c2coc3ccccc3c2=O)[C@H]1CCCO | 1 | i | 43.1 | 4.6% | 1.3 | 44 | i | 0.5 | 3.3% | 0.7% | 8.2% | 3.1%
COc1ccc(/C=N/NS(=O)(=O)c2ccccc2)cc1OC | / | i | 59.0 | 13.2% | 0.4 | 90 | i | 0.7 | 15.6% | 0.1% | 7.8% | -1.1%
COc1ccc(-c2c(C#Cc3ccsc3)c3cc(-c4ccc(C(N)=O)cc4)ccc3n2C)cc1 | / | i | 13.7 | / | 1.5 | 69 | i | 0.9 | / | -0.4% | 5.5% | /
Cc1ccc(Nc2nc(CSc3nnc(-c4ccc(F)cc4)n3C)cs2)cc1 | 1 | i | 33.5 | 2.6% | 3.3 | 36 | i | 0.3 | 8.8% | 0.6% | 18.8% | 41.5%
O=C1CC(C(=O)N2CCN(c3ccccn3)CC2)CN1Cc1ccccc1Cl (centres undefined) | / | i | 59.8 | 20.4% | -0.1 | 69 | i | 0.8 | -1.6% | 0.7%[50 µM] | 10.9% | -5.0%
N#CCCN(Cc1ccccc1)C(=O)Nc1ccc2c(c1)CCO2 | / | i | 48.4 | 18.9% | 2.4 | 49 | i | 0.5 | 2.0% | 1.0% | 8.2% | 1.8%
Cc1nnc(N/N=C/c2c[nH]c3ccccc23)[nH]c1=O | / | i | 23.0 | 30.2% | -1.3 | 56 | i | 0.6 | -0.6% | 0.3% | 15.6% | 7.4%
O=C(c1ccncc1)c1nccn1-c1ccccn1 | 1.2 | i | 21.0 | 8.5% | -0.1 | 43 | i | 1.6 | 0.2% | -1.1% | 7.8% | -3.8%
CN1C(=O)Cc2cc(S(=O)(=O)NCc3cccs3)ccc21 | 1.1 | i | 37.8 | 4.9% | 0.3 | 27 | i | 0.6 | -1.2% | 0.3% | 4.6% | -2.9%
Cc1ccc2[nH]c3c(c2c1)CCCC3NCCO (centres undefined) | / | i | 10.7 | 3.7% | -0.7 | 52 | i | 0.6 | 14.7% | 0.7% | 15.6% | 3.5%
CC(NS(=O)(=O)c1ccc(OCC(=O)Nc2cccc([N+](=O)[O-])c2)cc1)c1ccccc1 (centres undefined) | 1.2 | i | 28.5 | 18.4% | / | / | i | 1.6 | 1.4% | -1.8% | 6.0% | 2.8%
COC(=O)CSc1nnc(CSc2nc(C)cc(C)n2)o1 | 1.1 | i | 49.7 | 9.2% | 1.9 | 77 | i | 0.4 | 2.7% | 0.3% | 3.4% | 6.6%
O=C(COC(=O)/C=C/c1ccc(Cl)cc1)NC1CCCCCC1 | / | i | 47.1 | / | -0.9 | 61 | i | 0.3 | 1.5% | 0.6%[50 µM] | 1.4% | /
O=C(COC(=O)c1ccc(Cl)nc1)Nc1ccc2c(c1)OCO2 | 1.1 | i | 26.5 | 15.4% | 0.1 | 65 | i | 0.5 | -0.6% | 0.4% | 6.8% | 2.0%
Cc1cc(C)c(S(=O)(=O)n2ccc3ccccc32)c(C)c1 | 0.8 | i | 44.0 | 13.2% | 8.8 | 69 | i | 0.6 | 9.3% | 4.0% | 3.9% | 2.2%
O=c1[nH]c(C2CCCN(S(=O)(=O)c3ccc(F)cc3)C2)nc2c1nnn2Cc1ccccc1 (centres undefined) | 1.1 | / | / | 2.4% | 1.8 | 74 | i | 6.3 | 7.8% | -1.3% | 1.6% | 2.9%
COc1ccc(NC(=O)c2ccc(S(=O)(=O)N(C)C)cc2)cc1 | 1 | i | 44.2 | 4.2% | 1.6 | 13 | i | 0.1 | 0.6% | 0.3% | 0.3% | -6.2%
O=C(NCC1CCCO1)C1CC(c2ccccc2Cl)=NO1 (centres undefined) | 1.1 | i | 12.5 | -1.2% | 0.0 | 65 | i | 6.8 | 1.6% | -1.0% | -9.1% | -1.7%
NS(=O)(=O)c1ccc(CCNC2CC(=O)N(Cc3ccccc3)C2=O)cc1 (centres undefined) | 1.1 | i | 4.3 | 5.7% | 0.9 | 46 | i | 5.6 | 1.7% | 0.3% | 13.8% | 2.2%
COc1ccccc1C(=O)Nc1ccc(OCC(=O)N2CCCCC2C)cc1 (centres undefined) | / | i | 12.7 | / | -1.9 | 68 | i | 0.2 | 0.8% | 1.3%[50 µM] | 5.5% | /
COc1ccc2sc(-c3ccc(N(C)C)cc3)c(-c3cnc(OC)nc3)c2c1 | / | i | 28.8 | / | 0.4 | 62 | i | 3.1 | 1.3% | 3.8% | 10.8% | /
(continued)
SMILES | TNAP activators | T cell HTS | T cell HTS vesicle-bound % | Large T inhibition | NTR1 ag | NTR1 ag cell count 20 µM | Myeloid diff 2 | Myeloid diff 2 GFP+ MAC1+ % | RSV antiviral HEp-2 | K1F lysis inhibition | MgcRacGAP inhibition | PhoP inhibition
O=C(Cc1csc(Nc2nc(=S)[nH]c3ccccc23)n1)NCCCN1CCN(c2ccccc2F)CC1 | 1.8 | i | 12.6 | 9.1% | 8.4 | 60 | i | 0.2 | -1.4% | 0.1% | 18.7% | -2.6%
CC(OC(=O)c1ccc(-n2cnnn2)cc1)C(=O)Nc1ccccc1F (centres undefined) | / | i | 45.2 | / | -2.4 | 51 | i | 1.0 | 1.6% | 3.8% | 6.3% | /
Cc1ccccc1NS(=O)(=O)c1ccc(C(=O)N(C)CC(=O)Nc2ccccc2Br)cc1 | / | i | 49.9 | / | 1.4 | 50 | i | 0.2 | / | 0.6%[50 µM] | 2.3% | /
N#Cc1cccc(NC(=O)c2nc(-c3ccccc3)n(-c3ccccc3)n2)c1 | 1.1 | i | 53.3 | 9.1% | 1.7 | 50 | i | 1.2 | 9.3% | 2.2% | 5.3% | -4.0%
Cc1cc(C(=O)Nc2ccccc2C(=O)O)ccc1NC(=O)COc1ccccc1Cl | / | i | 67.1 | 29.3% | / | / | i | 0.7 | ? | 0.0% | 7.0% | -5.0%
O=[N+]([O-])c1ccc(C(=S)N2CCN(Cc3ccccc3)CC2)cc1 | 1 | i | 46.3 | 0.4% | 4.7 | 44 | i | 0.2 | 0.8% | 0.7% | 9.0% | -10.2%
CCOC(=O)C1CCN(C(=O)Cn2cc(C(=O)OC)c3ccccc32)CC1 | 1.1 | i | 60.6 | 2.2% | 3.8 | 51 | i | 0.6 | 1.8% | 4.5% | 0.0% | -3.0%
COCc1ccc(C(=O)NC2CCCc3c2cnn3-c2cc(C)cc(C)c2)s1 (centres undefined) | / | / | / | / | 1.9 | 55 | i | 1.0 | / | 1.9% | 9.0% | /
O=C(Cc1ncc(C(F)(F)F)cc1Cl)NC1CC1 | 1 | i | 33.6 | 11.0% | -0.1 | 50 | i | 0.7 | 0.1% | 0.3% | 8.2% | 0.3%
CC(/C=N/n1c(COc2ccccc2)n[nH]c1=S)=C\c1ccco1 | / | i | 39.7 | 24.8% | -0.4 | 52 | i | 0.3 | / | -0.7% | 19.3% | -11.6%
CCN1/C(=C/c2ccc3cc(C)ccc3[n+]2CC)Sc2ccccc21 | 0.7 | i | 52.6 | 16.9% | -4.6 | 88 | ? | / | -3.0% | 0.1% | 59.5µM* | -132.5%
COc1cccc(/C=C/C(=O)Nc2ccccc2N2CCOCC2)c1 | 1.1 | i | 17.2 | 2.9% | 0.1 | 66 | i | 0.6 | -0.5% | 0.1% | 9.9% | 1.0%
CN(C)CCCNC(=O)/C=C/c1ccc(OCc2c(F)cccc2Cl)cc1 | 1.1 | i | 28.3 | 9.5% | -0.8 | 29 | i | 0.3 | -2.7% | 0.9% | -23.4% | 1.6%
O=c1cc(-c2ccc(O)cc2)oc2cc(O)c(C3OC(CO)C(O)C(O)C3O)c(O)c12 (centres undefined) | 0.9 | i | 44.2 | 21.4µM* | 40.8* | 96* | i | 1.7 | 0.9% | 0.5% | 12.2% | -0.2%
CCN1C(=O)[C@H]2[C@H]3CN=C(SCc4ccc(C(=O)OC)cc4)N3[C@@](CC)(C(=O)OC)[C@H]2C1=O | / | / | / | / | 0.6 | 50 | i | 0.6 | / | 0.3% | 6.6% | /
On1c(-c2ccco2)nc2c1CCc1nonc1-2 | 1.1 | i | 31.1 | 17.7% | 0.8 | 88 | i | 0.9 | -0.2% | 0.1% | 6.5% | 8.6%
COc1ccc(-n2nc(C(=O)Nc3ccc4c(c3)OCO4)c3ccccc3c2=O)cc1 | 1 | i | 34.7 | 5.3% | 2.0 | 67 | i | 0.8 | 1.8% | 0.8% | 9.3% | -14.6%
CCCNC(=O)Nc1cc(C)on1 | 1 | i | 45.6 | 11.2% | 1.7 | 61 | i | 1.0 | 1.9% | 4.1% | 0.5% | -4.0%
CCN(CC)S(=O)(=O)c1ccc(Cl)c(NC(=O)CSc2nnc(-c3cccs3)o2)c1 | 1.1 | i | 38.2 | 16.9% | -2.7 | 62 | i | 0.4 | 1.9% | 2.5%[50 µM] | 5.8% | -9.0%
CC(CNC(=S)Nc1cc(F)cc(F)c1)CSc1ccc(Cl)cc1 (centres undefined) | 1.4 | i | 33.9 | 11.3% | 11.3 | 57 | i | 0.2 | 7.7% | 0.1% | 6.1% | -2.1%
CC1=CC(C)(C)N(S(=O)(=O)c2ccc(F)cc2)c2ccccc21 | 1.1 | i | 34.1 | 13.8% | 1.6 | 58 | i | 6.1 | 5.3% | 3.0% | 7.2% | -1.1%
